Screening results from PubChem.
Pin1 inhibitor: qHTS Assay to Find Inhibitors of Pin1; Pin1 FP peptide displacement, HiFluor488, 10 min; actives 0.009% (n = 390,000); Peptidyl-prolyl cis-trans isomerase NIMA-interacting 1 (Homo sapiens), Q13526; Potency, µM (titrated, usually from 115 µM), without a hit: top-dose activity, negative = inhibition, most hits filed as inhibitors; AID 504891, 2011; active means well fitted inhibition curve with a large enough effect in the polarisation, with a control signal flat, not every such curve was filed as active; inconclusive means small, poorly fitted or top-dose-only effect, or effect the other way, or a change in a side signal; inactive means no such curve, though single readings can be large or run the other way; the % refers to the polarisation; further: on the % scale 0 is the no-effect control and ±100 the full control effect
Target sequence (Q13526 whole entry, looked up): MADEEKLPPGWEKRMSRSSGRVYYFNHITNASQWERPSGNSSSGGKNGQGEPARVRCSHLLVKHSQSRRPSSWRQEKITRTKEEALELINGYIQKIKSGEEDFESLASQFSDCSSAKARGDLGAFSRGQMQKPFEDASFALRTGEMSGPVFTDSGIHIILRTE
GLS inhibitor: qHTS for Inhibitors of Glutaminase (GLS) | AID 624170, 2012 | Potency, µM (titrated, usually from 45.5 µM), inactives show at the highest dose activity change, negative = inhibition, actives largely listed as inhibitors | Glutaminase kidney isoform, mitochondrial (Homo sapiens), O94925 | actives 0.21% (n = 410,000) | GLS enzymatic activity, qHTS titration; further: on the % scale 0 is the no-effect control and ±100 the full control effect
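Assay buffer: 45 mM KH2PO4 pH 8.2, 0.02% Tween-20. hKGA acts on L-glutamine (1 mM solution added); product glutamate is reported by an oxidase/peroxidase Amplex Red coupling, with fluorescence taken at baseline and 30 min.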
JMJD2A Tudor: qHTS Assay for Inhibitors of JMJD2A-Tudor Domain; Lysine-specific demethylase 4A (Homo sapiens), O75164; AlphaScreen JMJD2A-Tudor / H3K4me3 peptide binding; Potency, µM (doses to about 114 µM), for the others: top-dose activity change, negative = inhibition, actives largely listed as inhibitors; actives 4.4% (n = 390,000); further: on the % scale 0 is the no-effect control and ±100 the full control effect; nearly all actives have a fitted effect of over 50% in size
ERG-DNA inh: qHTS for Small Molecule Inhibitors of the ERG Ets/DNA interaction | Transcriptional regulator ERG (Homo sapiens), P11308 | fluorescence polarization, His-ERG Ets domain / labelled DNA | Potency, µM (highest dose often 76.9 µM), inactives show at the highest dose FP activity, negative = inhibition, most hits filed as inhibitors | actives 0.028% (n = 370,000); active means well fitted inhibition curve with a large enough effect in the polarisation, with a control signal flat; inconclusive means small, poorly fitted or top-dose-only effect, or effect the other way, or a change in a side signal; inactive means no such curve, though single readings can be large or run the other way; the % refers to the polarisation;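 further: polarization taken with two DNA probes labelled with fluorescein and Texas red; % of control where 0% means no effect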
Target sequence (P11308 whole entry, looked up, the tested form may be a part): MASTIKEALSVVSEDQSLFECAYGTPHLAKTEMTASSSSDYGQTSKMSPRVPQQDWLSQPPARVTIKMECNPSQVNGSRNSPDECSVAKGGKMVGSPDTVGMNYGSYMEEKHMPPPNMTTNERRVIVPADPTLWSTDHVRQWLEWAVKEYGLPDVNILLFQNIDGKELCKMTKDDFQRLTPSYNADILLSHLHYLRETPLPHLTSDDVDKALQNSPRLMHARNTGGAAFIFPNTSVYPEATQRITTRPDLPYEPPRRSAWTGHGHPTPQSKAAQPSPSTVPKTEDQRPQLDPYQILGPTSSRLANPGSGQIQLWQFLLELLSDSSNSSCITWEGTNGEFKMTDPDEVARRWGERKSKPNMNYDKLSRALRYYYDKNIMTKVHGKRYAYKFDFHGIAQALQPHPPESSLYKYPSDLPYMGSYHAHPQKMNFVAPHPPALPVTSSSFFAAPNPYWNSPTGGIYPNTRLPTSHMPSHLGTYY
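His-tagged ERG Ets domain (1 uM in the protein solution; 300mM KCl, 50mM Tris-HCl, 1mM EDTA, 1mM DTT, pH 7.5) received compound, then a probe mix of 5 nM fluorescein-DNA and 100nM Texas-615-DNA. Fluorescence polarization was read for both dyes.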
ALOX12 inh: Primary qHTS assay for inhibitors of human arachidonate 12S-lipoxygenase (ALOX12): Round 2; Polyunsaturated fatty acid lipoxygenase ALOX12 (Homo sapiens), P18054; purified 12hLO, xylenol orange hydroperoxide absorbance; Potency, µM (doses to about 108 µM), without a hit: at the highest dose activity change, negative = inhibition, usual class: inhibitors; actives 1.1% (n = 580,000); AID 1671190, 2021; further: on the % scale 0 is the no-effect control and ±100 the full control effect
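Purified human 12hLO (150 nM final) in 25 mM Hepes, 0.01% Triton X-100, pH 7.0 was preincubated 15 min at room temperature with compound. Then 40 uM arachidonic acid was added, 30 min. Hydroperoxide was read by Fe-XO absorbance ratio 573/405 nm.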
HP1b binding inh: HTS for Inhibitors of HP1-beta Chromodomain Interactions with Methylated Histone Tails | AlphaScreen HP1-beta / biotin-H3K9me3 peptide binding | Potency, µM (titrated, usually from 114 µM), for inactives: at the top dose activity change, negative = inhibition, usual class: inhibitors | actives 0.56% (n = 390,000) | AID 540317, 2011; further: nearly all actives have a fitted effect of over 70% in size; inactives centre near 23
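Compound inhibition of the preformed complex between 50 nM HP1-beta and 50 nM biotinylated H3K9me3 peptide was read by AlphaScreen. Buffer was PBS pH 7.4 with 0.01% Tween-20. Incubations ran 30 min at room temperature, with 10 ug/mL donor/acceptor beads.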
RGS4 inh: Inhibitors of Regulator of G Protein Signaling (RGS) 4: qHTS; Regulator of G-protein signaling 4 (Homo sapiens), P49798; Transcreener GDP fluorescence polarization, RGS4-accelerated GTP hydrolysis; Potency, µM (titrated, usually from 114 µM), inactives show at the highest dose activity change, negative = inhibition, usual class: inhibitors; actives 0.039% (n = 390,000); AID 504845, 2011; further: on the % scale 0 is the no-effect control and ±100 the full control effect; nearly all actives have a fitted effect of over 75% in size; some results filed as inactive show a strong effect at the top dose
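MLSMR compounds (23 nl, pin-transferred) preincubated 10 min at room temperature with a 500nM (2x) first reagent, then RGS4 at 900nM (2x) plus Transcreener GDP mix added; fluorescence polarization (620/688 nm) read before and after 90 min at 30 °C.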
PGK inhibitor: qHTS Assay to Find Inhibitors of Phosphoglycerate Kinase; Phosphoglycerate kinase, glycosomal (Trypanosoma brucei brucei), P07378; PGK/GAPDH coupled, Kinase-Glo luminescence, 60 min; Potency, µM (doses to about 57.5 µM), for the others: at the top dose activity change, negative = inhibition, hits mostly inhibitors; actives 0.043% (n = 380,000); AID 602233, 2012; further: on the % scale 0 is the no-effect control and ±100 the full control effect; nearly all actives have a fitted effect of over 60% in size
Target sequence (P07378 whole entry, looked up): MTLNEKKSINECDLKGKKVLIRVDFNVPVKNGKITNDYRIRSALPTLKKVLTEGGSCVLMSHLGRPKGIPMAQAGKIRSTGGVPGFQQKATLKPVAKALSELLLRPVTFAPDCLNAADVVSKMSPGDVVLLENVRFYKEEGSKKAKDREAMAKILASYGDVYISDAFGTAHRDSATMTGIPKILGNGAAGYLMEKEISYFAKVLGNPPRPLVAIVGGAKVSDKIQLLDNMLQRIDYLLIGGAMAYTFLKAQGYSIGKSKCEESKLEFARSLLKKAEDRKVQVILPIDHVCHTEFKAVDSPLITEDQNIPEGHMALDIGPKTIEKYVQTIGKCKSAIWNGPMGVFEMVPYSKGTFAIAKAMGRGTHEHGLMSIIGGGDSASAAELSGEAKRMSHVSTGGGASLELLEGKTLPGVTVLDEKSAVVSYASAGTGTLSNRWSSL
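Luminescent ATP detection (Kinase-Glo Plus) follows a 60-minute room-temperature incubation, with wells lacking PGK as controls. Buffer: 100 mM TEA (pH 7.6), 5 mM MgCl2, 0.01% Tween-20. Coupling enzyme GAPDH (100 nM final) supplies unstable 1,3-BPG in-well.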
rTrxR1 inhibitor: qHTS Assay for Inhibitors of Mammalian Selenoprotein Thioredoxin Reductase 1 (TrxR1): qHTS | recombinant rTrxR1, NADPH fluorescence consumption, selenite substrate | actives 1% (n = 390,000) | Potency, µM (highest dose often 114 µM), for the others: top-dose activity change, negative = inhibition, usual class: inhibitors; further: on the % scale 0 is the no-effect control and ±100 the full control effect; nearly all actives have a fitted effect of over 65% in size
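Rat TrxR1 (90 nM in the dispensed reagent) was pre-reduced with 400 uM NADPH for 5 min at room temperature, then incubated with compound for 15 min. After 400 uM selenite was added, NADPH fluorescence (Ex 340/Em 450 nm) was followed for 8 min.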
* = called active by the depositor; i = inactive; ? = inconclusive; · = not tested or not shown; & = joins results of further samples; [ ] = another dose, or the depositor's remark. Unless noted, the call rests on the fitted dose curve; in most records, active means well fitted curve in the direction sought with a large enough effect; inconclusive means small, poorly fitted or top-dose-only effect, or another doubt; inactive means no such curve, though single readings can be large; an effect the other way counts as inactive or inconclusive. Potency means the concentration at half of the fitted maximal effect. Not all compounds are listed; the hit share may differ from the screen's.

SMILES | Pin1 inhibitor | GLS inhibitor | JMJD2A Tudor | ERG-DNA inh | ALOX12 inh | HP1b binding inh | RGS4 inh | PGK inhibitor | rTrxR1 inhibitor
CCc1ccc(CNC(=O)c2ccc(OC3CCN(C(=O)COC)CC3)cc2)nc1 | -5.5% | 5.6% | -10.9% | -1.4% | 14.1% | 13.8% | 28.1% | -1.1% | -11.8%
Cc1cccc2cc(-c3ccccc3)c(-c3ccccc3)c[n+]12 | -5.1% | 0.6% | ? | -17.4% | -22.5% | ? | -10.6% | i | -15.3%
Cc1cc(C)cc(NC(=O)c2cc(C)n(Cc3cccs3)c2C)c1 | 15.3% | -1.8% | -29.7% | 4.4% | 110.3%[activator] | -19.4% | 1.9% | -4.2% | -6.6%
O=S(=O)(Nc1cccc(S(=O)(=O)N2CCCC2)c1)c1ccc(Cl)cc1 | -7.5% | 12.3% | -9.5% | -7.9% | ? | 39.9%[activator] | 2.3% | -6.8% | 10.0%
COC(=O)c1ccc2nc(C)c(C)nc2c1 | -0.8% | · | 17.9% | 0.3% | -19.9% | 30.2% | -6.3% | 1.9% | 6.7%
O=C(c1ccccc1)c1ccc(OCC(O)CNCc2ccc(Cl)cc2)cc1 (stereo unspecified) | -5.7% | -3.4% | 20µM* | 14.2% | 7.08µM* | ? | 16.4% | -14.5% | 36.4%
COC(=O)c1ccc(Cl)c(NC(=O)CSc2ncn[nH]2)c1 | -9.1% | 2.7% | 1.3% | 2.4% | 288.0%[activator] | 56.9%[activator] | -15.5% | -6.2% | -1.0%
COc1ccc(OC)c(N(CC(=O)NC2CC3CCC2C3)S(=O)(=O)c2ccccc2)c1 (stereo unspecified) | -4.6% | -7.5% | -19.1% | -3.0% | -1.2% | 7.6% | -0.6% | i | 12.1%
CCCNC(=O)CSc1cn(CC(=O)N2CCCCCC2)c2ccccc12 | 6.0% | -12.5% | -15.4% | -0.3% | -22.2% | 25.9% | 9.5% | i | 16.3%
Cn1cnc(S(=O)(=O)N2CCCC(C(=O)NCc3ccccc3Cl)C2)c1 (stereo unspecified) | 7.4% | 7.4% | 5.3% | -6.2% | -3.1%&-1.1% | 58.5%[activator] | 4.5% | -7.9% | 1.5%[57.1 µM]
CCC(C)[C@H](N)c1nnc(SCC(=O)Nc2ccc(C)cc2C)o1 (stereo partly specified) | -21.7% | -0.6% | -24.0% | 1.2% | 4.2% | 76.9%[activator] | -8.6%[56.9 µM] | 5.3% | 6.7%[57.1 µM]
COc1ccc(Nc2nnc(SCC3CCCCO3)s2)cc1 (stereo unspecified) | -3.2% | 3.3% | -18.1% | -7.0% | 359.8%[activator] | 17.2% | 6.2% | -7.0% | 3.6%
COc1ccc(S(=O)(=O)N2CCOC2CNC(=O)C(=O)NCCCc2ccccc2)cc1 (stereo unspecified) | 0.7% | -8.4% | -2.2% | -12.8% | 1.1% | 37.5% | -37.8% | -6.9% | 12.2%
CCOC(=O)Cn1c(=O)n(C2CCCCC2)c2nc(-c3ccc(CC)cc3)nc(C(N)=O)c21 | 0.6% | 5.0% | -11.5% | 1.2% | -4.0% | 16.2%[57 µM] | 9.1% | 1.8% | 18.2%[57.1 µM]
N#Cc1c(N)nc(SC2CCCCC2=O)c(C#N)c1-c1ccco1 (stereo unspecified) | 12.4% | 8.6% | -9.9% | -7.6% | -28.5% | 32.2% | -32.2% | -3.3% | -30.6%
CCN(CC(=O)NCCC1=CCCCC1)S(=O)(=O)c1ccccc1 | -1.9% | 5.0% | -15.4%[11.4 µM] | 3.7% | 14.7% | 47.6%[activator] | 12.3%[11.4 µM] | -8.6% | 25.5%
O=c1[nH]c(C(F)(F)F)nc2ccc3ccccc3c12 | 4.3% | 14.2% | 9.9% | -12.5% | -11.2% | 20.4% | -23.8% | -9.2% | 14.7%
CC(=O)C1(O)CCC2C3CC(C)C4=CC(=O)C=CC4(C)C3(F)C(O)CC21C (stereo unspecified) | -9.7% | -15.9% | -6.2% | 3.7% | 2.1% | 30.5% | ? | 0.7% | 3.9%[11.4 µM]
CC(Sc1nnc(NC2CC2)s1)C(=O)Nc1ccc(N2CCOCC2)cc1 (stereo unspecified) | 4.1% | 19.3% | -1.4% | -0.8% | 5.9% | 16.1% | -19.7% | 0.5% | 9.3%
Cc1cc(OCC(=O)Nc2ccc(N3CCCC3)cc2)cc(C)c1Cl | 4.8% | 0.5% | ? | -8.9% | ? | -12.8% | -31.3% | -4.5% | -5.0%[57.1 µM]
CSc1ccc(Cl)c(C(=O)OCC(=O)NCC(C)C)c1 | 4.6% | 3.4% | -26.2% | -0.6% | 0.0% | 26.2% | 32.2% | 7.7% | -4.2%
Cc1ccc(N2CC(=O)N(NC(=O)CN3CCN(c4ccccc4)CC3)CC2=O)cc1 | -0.7% | 13.2% | ? | -9.3% | 51.7% | 35.2% | -13.9% | 5.2% | 13.3%
Cn1c(=O)c2c(nc(NCc3ccco3)n2Cc2ccc(Cl)cc2Cl)n(C)c1=O | 3.3% | -18.7% | ? | -0.6% | -31.0%&-22.6% | 10.3% | -3.3% | -9.7% | -0.9%
CCn1c(SCC(N)=O)nc2ccccc2c1=O | 4.7% | -8.8% | -8.3% | · | 9.9% | 28.3% | -10.6% | 8.9%[11.5 µM] | 7.2%
CC(C)CN(C(=O)CCC(=O)OC(C)C(=O)Nc1cccc(C#N)c1)c1c(N)n(CC(C)C)c(=O)[nH]c1=O (stereo unspecified) | 3.5% | 2.2% | -9.5% | 1.2% | -24.0% | -13.5% | -4.3% | -2.2% | -1.2%[57.1 µM]
O=C(c1cc2sccc2n1Cc1ccccc1)N1CCN(c2nc3ccccc3s2)CC1 | 21.9% | -0.5% | -9.9% | 13.0% | 1.1% | 8.9% | -22.6% | -10.7% | 9.3%
COc1ccc(CCNc2ncnc3nc[nH]c23)cc1OC | 7.1% | -1.5% | -7.6% | 1.7% | 8.0% | 79.7%[activator] | -10.6% | i | 15.3%
CCc1ccc(C(=O)c2cn(CC(=O)Nc3cc(OC)ccc3OC)c3nc(C)ccc3c2=O)cc1 | ? | -1.1% | -27.9% | -2.0% | -11.4% | 0.0% | -6.8% | 6.2% | 8.5%[57.1 µM]
O=C(OCC(=O)N1CCN(C(=O)c2ccco2)CC1)c1cn(-c2ccccc2)nc1-c1ccccc1 | 22.1% | -3.4% | -30.8% | 5.4% | 11.6% | 22.7% | -19.2% | i | -5.4%
CCOC(=O)C(Cc1ccccc1)C(=O)Nc1cccc2ccccc12 (stereo unspecified) | -0.9% | -12.5% | -3.1% | -19.4% | -25.5% | 57.9%[activator] | -8.4% | i | 1.3%
COc1ccc(Nc2cc(=O)n(-c3ccccc3)c3c2c(=O)n(C)c(=O)n3C)cc1 | -1.8% | -2.9% | 2.1% | -1.5% | -8.6% | 29.2% | 7.4% | -1.2% | -3.7%
COC(=O)c1ccccc1NC(=O)CSc1nc2cccnc2n1C | -12.0% | -2.0% | -10.1% | 3.4% | -7.9% | 17.2% | 25.4% | i | 16.8%[57.1 µM]
O=C(Cc1ccc(F)cc1)NC(Cc1c[nH]c2ccccc12)C(=O)O (stereo unspecified) | -0.1% | 1.5% | -3.5% | -6.6% | -10.7% | 26.7% | -35.7% | i | 8.3%
O=C(c1cc2c(ccc3ccccc32)o1)N1CCN(c2ncc(C(F)(F)F)cc2Cl)CC1 | -9.5% | -12.5% | 10.4% | -8.1% | 0.0% | 39.4%[activator] | -24.8% | -5.3% | -11.4%
Cc1nc(SCC(=O)N(C)C2CCCCC2)[nH]c(=O)c1Cc1ccccc1 | 1.9% | 13.9% | -26.2% | · | -16.1% | 23.3% | 6.2% | -7.0% | 13.9%
COc1ccc2c(c1)[C@H]1[C@H](CO2)[C@H](c2ccccc2)[C@]2(C)C(=O)Nc3ccc(Br)cc3C(=O)N12 | 7.8% | 0.7% | ? | -2.3% | -21.5% | 22.3% | 0.4% | 1.1% | 12.2%

Marked active in JMJD2A Tudor (from the list above):
SMILES | Pin1 inhibitor | GLS inhibitor | JMJD2A Tudor | ERG-DNA inh | ALOX12 inh | HP1b binding inh | RGS4 inh | PGK inhibitor | rTrxR1 inhibitor
O=C(c1ccccc1)c1ccc(OCC(O)CNCc2ccc(Cl)cc2)cc1 (stereo unspecified) | -5.7% | -3.4% | 20µM* | 14.2% | 7.08µM* | ? | 16.4% | -14.5% | 36.4%
